Bioassay records deposited in PubChem by National Center for Advancing Translational Sciences (NCATS).
TDP-43 yeast inh = qHTS of TDP-43 Inhibitors; TDP-43 expressing yeast growth rescue, BacTiter-Glo, 24 h; Potency, µM (top dose mostly 46.1 µM), for the others: at the top dose growth rescue (activation), hits mostly activators; 410,000 compounds, 1.8% hits; further: potency means the concentration at half of the fitted maximal effect; % of control where 0% means no effect; nearly all actives have a fitted effect of over 50% in size
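Luminescence from BacTiter-Glo reports growth of TDP-43-expressing yeast after 24 hr at 30 deg C with compound. Cells were raffinose-pregrown to mid-log, then seeded in galactose medium at OD600=0.02.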
DRD3 agonist = qHTS of D3 Dopamine Receptor Agonist: qHTS. max activation, %. D3R DiscoveRx beta-arrestin cells, luminescence, 90 min. 410,000 compounds, 0.58% hits; in the data active means max activation above about 30%; further: 0% is about no effect; mostly tested at two doses, the higher about 12 µM
Target sequence (P35462 whole entry, looked up): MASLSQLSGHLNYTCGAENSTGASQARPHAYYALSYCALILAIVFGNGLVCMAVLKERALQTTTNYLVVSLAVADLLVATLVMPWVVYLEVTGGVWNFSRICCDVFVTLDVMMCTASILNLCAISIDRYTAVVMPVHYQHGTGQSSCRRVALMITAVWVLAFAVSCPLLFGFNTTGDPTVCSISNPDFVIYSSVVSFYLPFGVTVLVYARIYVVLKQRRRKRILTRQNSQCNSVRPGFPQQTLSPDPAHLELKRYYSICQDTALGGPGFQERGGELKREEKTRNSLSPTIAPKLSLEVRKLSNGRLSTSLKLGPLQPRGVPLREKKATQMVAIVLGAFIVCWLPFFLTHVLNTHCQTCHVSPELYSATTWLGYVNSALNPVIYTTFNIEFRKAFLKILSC
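Agonist mode: compounds and dopamine controls were applied to plated cells for 90 min at 37 degrees C after an overnight attachment at 1500 cells/well. Luminescent read-out followed 30 - 60 minutes at room temperature with DiscoveRx detection reagent.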
KB-V1 cytotox = qHTS assay for MDR1-selective chemotherapeutics: Primary screen using the drug-selected MDR subline cells KB-V1. KB-V1 MDR cells viability, CellTiter-Glo, 72 h. Potency, µM (series often up to 46.1 µM), inactives show top-dose activity change, negative = cytotoxicity, usual class: cytotoxic. 400,000 compounds, 3.4% hits; further: potency means the concentration at half of the fitted maximal effect; on the % scale 0 is the no-effect control and ±100 the full control effect; nearly all actives have a fitted effect of over 60% in size
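Luminescent ATP read-out (CellTiter-Glo, 10 min) measures survival of drug-selected KB-V1 MDR cells after 72 h, 37 degrees C compound exposure. Medium: phenol-red-free DMEM, 10% FBS. Values from fitted concentration-response curves.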
aSyn rescue = qHTS of alpha-syn Inhibitors; AID 652106, 2013; Potency, µM (doses to about 46.1 µM), inactives show at the top dose growth rescue (activation), most hits filed as activators; 370,000 compounds, 0.14% hits; Yeast expressing alpha-synuclein, growth rescue, BacTiter-Glo, 24 h; further: potency means the concentration at half of the fitted maximal effect; % of control where 0% means no effect; nearly all actives have a fitted effect of over 65% in size
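Readout is rescue of growth in alpha-synuclein-expressing yeast, so inhibitors of toxicity appear as activators. Growth after 24 hr at 30 deg C in galactose medium is quantified by luminescence.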
GLP-1R agonist = qHTS of GLP-1 Receptor Agonists | Glucagon-like peptide 1 receptor (Homo sapiens), P43220 | HEK293 GLP-1R CRE-luciferase, luminescence, 4-6 h; cells express a hypersensitive GLP-1R form | Potency, µM (series often up to 45.6 µM), for the others: top-dose activation, most hits filed as activators | 380,000 compounds, 0.007% hits; further: potency means the concentration at half of the fitted maximal effect; % of control where 0% means no effect
DRD3 antagonist = qHTS of D3 Dopamine Receptor Antagonist: qHTS; D(3) dopamine receptor (Homo sapiens), P35462; D3R cells, DiscoveRx beta-arrestin luminescence, antagonist mode; stronger effect = lower value; max response, negative = inhibition, %; 360,000 compounds, 2.5% hits; AID 652054, 2013; in the data active means max response below about -50%; inconclusive means no clear call, values can overlap the other calls; further: on the % scale 0 is the no-effect control and ±100 the full control effect; mostly tested at two doses, the higher about 12 µM
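Cells expressing the human receptor were seeded at 1500 cells/well, incubated overnight at 37 degrees C in 5% CO2, then exposed to library compounds with dopamine controls for 90 minutes at 37 degrees C before luminescent detection.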
GLP1R inv ag = qHTS of GLP-1 Receptor Inverse Agonists (Inhibition Mode) | 410,000 compounds, 1.6% hits | Potency, µM (doses to about 38.3 µM), inactives show at the highest dose activity change, negative = inhibition, usual class: inhibitors | HEK293 GLP-1R CRE-luciferase, luminescence, 24 h; GLP-1R form is constitutively active | Glucagon-like peptide 1 receptor (Homo sapiens), P43220; further: potency means the concentration at half of the fitted maximal effect; on the % scale 0 is the no-effect control and ±100 the full control effect; nearly all actives have a fitted effect of over 55% in size
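Constitutively active GLP-1R drives a cAMP-responsive luciferase in stably transfected HEK293 cells; test compounds are added after overnight (12 h) attachment and left 24 hr, and signal loss in luminescence marks inhibition.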
HEK293 tox = qHTS of GLP-1 Receptor Inverse Agonists: Cytotox Screen; HEK293 cAMP-luciferase reporter cells, luminescence, 24 h; Potency, µM (highest dose often 38.3 µM), for the others: at the highest dose activity change, negative = inhibition, usual class: inhibitors; 410,000 compounds, 0.13% hits;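 further: loss of luciferase light is scored as toxicity; potency means the concentration at half of the fitted maximal effect; on the % scale 0 is the no-effect control and ±100 the full control effect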
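Cells in DMEM/10% Nu serum/1% pen-strep, 1536-well format. Pre-incubated 12 h, dosed with 23 nL compound, incubated a further 24 h. Luciferase detection, 12 min at room temp, luminescence.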
PTHR1 agonist = qHTS for PTHR1 Agonists: Primary Screen; 410,000 compounds, 0.075% hits; Potency, µM (highest dose often 115 µM), without a hit: at the highest dose activation, hits mostly activators; AID 743266, 2014; HEK293 GP2 PTHR1 cells, GloSensor cAMP luminescence, 1 h; further: potency means the concentration at half of the fitted maximal effect; nearly all actives have a fitted effect of over 55% in size; some results filed as inactive show a strong effect at the top dose; inactives centre near -15; many of its hits are not listed in these tables
Target sequence (Q03431 whole entry, looked up): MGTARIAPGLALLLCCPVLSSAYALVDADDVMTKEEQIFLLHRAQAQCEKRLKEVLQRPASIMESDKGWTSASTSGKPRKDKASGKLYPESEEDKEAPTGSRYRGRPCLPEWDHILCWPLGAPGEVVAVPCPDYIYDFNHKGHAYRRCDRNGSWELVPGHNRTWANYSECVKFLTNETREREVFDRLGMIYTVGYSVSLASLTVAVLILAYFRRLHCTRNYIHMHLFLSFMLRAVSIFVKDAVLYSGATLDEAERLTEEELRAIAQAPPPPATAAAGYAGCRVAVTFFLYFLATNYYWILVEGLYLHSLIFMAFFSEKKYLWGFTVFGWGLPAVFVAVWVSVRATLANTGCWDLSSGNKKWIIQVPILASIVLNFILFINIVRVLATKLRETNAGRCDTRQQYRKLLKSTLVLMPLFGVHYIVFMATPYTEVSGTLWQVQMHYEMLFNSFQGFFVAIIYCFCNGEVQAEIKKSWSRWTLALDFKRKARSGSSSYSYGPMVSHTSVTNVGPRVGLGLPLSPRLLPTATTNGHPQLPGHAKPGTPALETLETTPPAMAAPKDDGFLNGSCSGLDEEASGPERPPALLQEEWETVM
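HEK-293-derived GP2 cells expressing PTHR1 and a GloSensor cAMP reporter, 3,000/well, plated overnight, given luciferin plus IBMX (each 0.5 mM as added) for 1 h at 37 °C, then compound for 1 h at 37 °C. Luminescence was read after 15 min at room temperature.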
* = called active by the depositor; i = inactive; ? = inconclusive; · = no result given; [ ] = dose if it differs, or a comment. Unless noted, the call rests on the fitted dose curve; in most records, active means well fitted curve in the direction sought with a large enough effect; inconclusive means small, poorly fitted or top-dose-only effect, or another doubt; inactive means no such curve, though single readings can be large; an effect the other way counts as inactive or inconclusive. The list is partial; count on the stated rates, not on these rows.

nr	SMILES	TDP-43 yeast inh	DRD3 agonist	KB-V1 cytotox	aSyn rescue	GLP-1R agonist
1	CCC1(CC)Cc2ccccc2-c2nc(-c3ccccc3)oc(=O)c21	9%	0	-3%	-4%	1%
2	COc1ccc(/C=C/C(=O)Nc2cc(S(=O)(=O)N3CCOCC3)ccc2OC)cc1	-6%	-9	-1%	0%	16%
3	NC(=O)CSCc1ccc(Br)cc1	-3%	-7	10%	0%	-10%
4	O=C(COC(=O)/C=C/c1ccccc1[N+](=O)[O-])NC1CC1	?	3	0%	0%	1%
5	Cc1cc(C)nc(NC(=O)CCCC(=O)O)c1	-20%	0	6%	0%	-10%
6	Nc1nonc1OCCc1ccccc1	25%	-4	-3%	-1%	-1%
7	CCCn1cnc2c(=S)nc(N)[nH]c21	8%	1	28%	3%	-1%
8	COC(=O)c1ccc(NC(=S)NC(=O)c2c(-c3ccccc3)noc2C)cc1	5%	6	1%	-9%	7%

nr	DRD3 antagonist	GLP1R inv ag	HEK293 tox	PTHR1 agonist
1	-21	0%	3%	-23%
2	2	1%	-6%	-19%
3	-13	-3%	0%	i
4	-12	13%[0.307 µM]	2%[0.307 µM]	i
5	21	5%	-2%	-2%[57.5 µM]
6	0	22%	6%	i
7	0	20%	1%	i
8	-4	3%	0%	-11%

nr	SMILES	TDP-43 yeast inh	DRD3 agonist	KB-V1 cytotox	aSyn rescue	GLP-1R agonist
9	Oc1ccc(C[C@H]2CNC(=S)N2C[C@H]2CCCN2C[C@H](Cc2ccccc2)N2C[C@H](Cc3ccccc3)N(CC3CCCCC3)C2=S)cc1	16%	-4	-27%	-40%[inhibitor]	-5%
10	N=c1c(C(=O)NCc2ccc(F)cc2)cc2c(=O)n3ccccc3nc2n1CC1CCCO1 (stereo not drawn)	-3%	-7	-18%	-6%	3%
11	CN(CC(=O)Nc1ccc(F)cc1)CC(=O)N1CCCC1	13%	-6	-19%	-15%	4%
12	O=C(CN1CCN(Cc2ccc3c(c2)OCO3)CC1)c1c[nH]c2ccccc12	8%	-13	15%	2%	-9%
13	CC(C)C(=O)Nc1ccc(NC(=O)c2ccco2)cn1	4%	-11	7%	-2%	7%
14	O=C(Cn1ncc2c3ccccc3n(Cc3ccccc3F)c2c1=O)NC1CCCCCC1	8%[9.22 µM]	-4	0%	·	·
15	COc1ccc(OCCNC(=O)C2(C)CCN2Cc2ccc3ccccc3c2)cc1 (stereo not drawn)	-15%	6	0%	?	15%
16	COc1ccc(Cl)cc1NC(=S)NNC(=O)c1cccs1	22%	3	1%	-6%	-3%

nr	DRD3 antagonist	GLP1R inv ag	HEK293 tox	PTHR1 agonist
9	-17	?	5%	-17%
10	-29	0%	324%[activator]	?
11	25	2%	2%	-23%
12	?	?	-10%	-10%[57.5 µM]
13	-12	11%	3%	-2%[57.5 µM]
14	·	25%	0%	i
15	63	?	0%	-7%
16	9	-7%	7%	-13%

nr	SMILES	TDP-43 yeast inh	DRD3 agonist	KB-V1 cytotox	aSyn rescue	GLP-1R agonist
17	CC(=O)NCCNC(=O)[C@H](Cc1ccccc1)NC(=O)c1cccs1	7%	1	-7%	0%	0%
18	O=C(CSc1nc2ccccc2s1)NNC(=S)Nc1ccc(Br)cc1	19%	-3	?	-6%	0%
19	Cc1ccc(Cl)cc1N1CCN(C(=O)c2cnc3c(-c4ccc(F)cc4)c(C)nn3c2C)CC1	13%	6	14%	·	·
20	CCn1cc(-c2n[nH]c(=S)n2-c2ccc(C)cc2Br)c(=O)c2ccc(C)nc21	8%	-16	-8%	-9%	0%
21	COc1ccc(/C=C/C(=O)c2ccccn2)cc1	-1%[9.22 µM]	12	16%	-9%	3%
22	COc1ccc(CNC(=O)C2(CC3CC(c4ccccc4)=NO3)CCN(C(=O)Cc3ccc(F)cc3)CC2)cc1 (stereo not drawn)	8%	1	-4%	5%	-1%
23	Nn1c(SCC(=O)NC2CCCCC2)nnc1C1CC1	2%	-7	5%	-1%	-4%
24	CCOC(=O)N1CCN(C(=S)NC(=O)c2ccc(F)cc2)CC1	-21%	0	-12%	-8%	5%

nr	DRD3 antagonist	GLP1R inv ag	HEK293 tox	PTHR1 agonist
17	3	1%	14%	i
18	5	?	-15%	i
19	·	0%	5%	i
20	-14	60%[activator]	12%	-9%
21	14	6%	4%	-28%
22	1	-18%	1%	i
23	-63*	7%	1%	-12%[57.5 µM]
24	-27	-16%	?	-6%

nr	SMILES	TDP-43 yeast inh	DRD3 agonist	KB-V1 cytotox	aSyn rescue	GLP-1R agonist
25	N#C/C(=C(/O)COC(=O)c1ccccc1O)c1nc2ccccc2s1	-17%	-5	?	-20%	6%
26	CCS(=O)(=O)Nc1ccc(C2=NN(C(=S)Nc3ccccc3)C(c3ccco3)C2)cc1 (stereo not drawn)	7%	-16	13µM*	0%	-12%
27	CCOc1ccc(Br)cc1-c1noc(-c2cccs2)n1	-7%	1	-25%	5%	5%
28	Cc1nn(CC(=O)Nc2cc(S(=O)(=O)N3CCOCC3)ccc2Cl)c(C)c1[N+](=O)[O-]	6%	-2	3%	2%	11%
29	O=C(Cn1cccc1)NC1CCCCCC1	-7%	0	0%	-4%	-2%
30	Cc1cccc(C)c1NC(=O)CN1CCN(CC(=O)c2cc(C)n(C3CC3)c2C)CC1	2%	1	-27%	9%	2%
31	Cc1cc(C)c(C)c(S(=O)(=O)Nc2ccc(OCC(=O)O)cc2)c1C	0%	4	?	-1%	-6%
32	COc1ccc(OCc2cc(C(=O)N3CCCC(CO)C3)no2)c2ccccc12 (stereo not drawn)	24%	6	·	2%	4%

nr	DRD3 antagonist	GLP1R inv ag	HEK293 tox	PTHR1 agonist
25	4	25%	1%	i
26	3	?	-11%	0%
27	5	-27%	-2%	i
28	-14	-18%	2%	i
29	-9	0%	-3%	i
30	-2	-18%	-13%	-27%
31	34	22%	-1%	i
32	-13	?	-5%	-8%

nr	SMILES	TDP-43 yeast inh	DRD3 agonist	KB-V1 cytotox	aSyn rescue	GLP-1R agonist
33	CN(C)CCCN1C(=O)c2cccc3c([N+](=O)[O-])ccc(c23)C1=O	22%	-5	?	-5%	-40%[inhibitor]
34	COCCN(C(=O)COC(=O)CSc1cc(C)ccc1C)c1c(N)n(Cc2ccccc2)c(=O)[nH]c1=O	1%	-2	23%	-1%	12%
35	Cc1ccc(-n2c(SCC(=O)Nc3ccc4c(c3)OCO4)nnc2-c2ccccn2)cc1	-14%	6	13%	1%	-1%
36	O=C(CCCCCN1C(=O)CCC1=O)NCc1ccccc1	11%	5	28%	1%	-4%
37	CCOCCCNC(=O)c1cc(Sc2ccc(F)cc2)nc2ccccc12	-24%	-4	21µM*	-2%	7%
38	Nc1ccc(S(=O)(=O)Nc2cnc3c(Cl)cccc3n2)cc1	14%	4	0%	-2%	3%
39	O=C(Cc1coc(-c2ccc(F)cc2)n1)N1CCOCC1	-10%	-14	0%	0%	-6%
40	COc1cccc(CNC(=S)Nc2ccc3c(c2)c(=O)n(C)n3C)c1	15%	4	1%	-5%	-7%

nr	DRD3 antagonist	GLP1R inv ag	HEK293 tox	PTHR1 agonist
33	-24	?	411%[activator]	-20%
34	-1	-7%	-18%	i
35	5	-18%	8%	i
36	?	0%	3%	-4%
37	28	?	-4%	i
38	-6	77%[activator]	-7%	i
39	-20	9%	3%	i
40	0	0%	-5%	-10%

Among those listed so far, these contain an aryl thioether with sulfur outside any ring.
nr	SMILES	TDP-43 yeast inh	DRD3 agonist	KB-V1 cytotox	aSyn rescue	GLP-1R agonist
18	O=C(CSc1nc2ccccc2s1)NNC(=S)Nc1ccc(Br)cc1	19%	-3	?	-6%	0%
23	Nn1c(SCC(=O)NC2CCCCC2)nnc1C1CC1	2%	-7	5%	-1%	-4%
34	COCCN(C(=O)COC(=O)CSc1cc(C)ccc1C)c1c(N)n(Cc2ccccc2)c(=O)[nH]c1=O	1%	-2	23%	-1%	12%
35	Cc1ccc(-n2c(SCC(=O)Nc3ccc4c(c3)OCO4)nnc2-c2ccccn2)cc1	-14%	6	13%	1%	-1%
37	CCOCCCNC(=O)c1cc(Sc2ccc(F)cc2)nc2ccccc12	-24%	-4	21µM*	-2%	7%

nr	DRD3 antagonist	GLP1R inv ag	HEK293 tox	PTHR1 agonist
18	5	?	-15%	i
23	-63*	7%	1%	-12%[57.5 µM]
34	-1	-7%	-18%	i
35	5	-18%	8%	i
37	28	?	-4%	i

(continued)
nr	SMILES	TDP-43 yeast inh	DRD3 agonist	KB-V1 cytotox	aSyn rescue	GLP-1R agonist
41	Cn1cc(S(=O)(=O)N2CCCC2)cc1C(=O)Nc1ccc(C(F)(F)F)cc1	-2%	-5	·	·	·
42	Cc1cc(C)n(-c2nnc3n2N=C(c2c[nH]c4ccccc24)CS3)n1	3%	0	?	1%	?
43	N#Cc1ccc(COC(=O)c2cnc(Cl)c(Cl)c2)cc1	27%	-18	10%	0%	7%
44	CCc1nn2c(=O)cc(COC(=O)C3CCCCC3)nc2s1	14%	-6	?	·	·

nr	DRD3 antagonist	GLP1R inv ag	HEK293 tox	PTHR1 agonist
41	·	?	2%	-66%[inhibitor]
42	0	0%	?	-36%[inhibitor][57.5 µM]
43	-21	7%	0%	-25%
44	·	4%	6%	i
